# aSyn tox rescue: qHTS of alpha-syn Inhibitors: NCGC Sytravon Library Screen. Potency, µM (doses to about 46.1 µM), for the others: top-dose growth rescue (activation), most hits filed as activators. AID 1347070, 2019. actives 0.02% (n = 94,000). S. cerevisiae alpha-synuclein toxicity rescue, BacTiter-Glo growth, 24 h; active = well fitted activation curve with a large enough effect; inconclusive = small, poorly fitted or top-dose-only effect; also: 0% is about no effect
#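 Growth restoration measured by BacTiter-Glo luminescence after 24 hr at 30 deg C; alpha-synuclein yeast, raffinose-pregrown to mid-log, were added at OD600=0.02 in galactose medium onto pinned compounds.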
# Active calls of the source: *; u = inconclusive; & = joins results of further samples. Potency is read from the fitted curve at half-maximal effect. This is a subset; rates above refer to the full screens.
SMILES,aSyn tox rescue
CCCCOc1cccc(C(=O)N(Cc2ccc(C)o2)c2ccccn2)c1,0%
Cc1cccc(NC(=O)CCC(=O)Nc2nnc(C(F)(F)F)s2)c1,-14%
Cc1ccc(CN(Cc2ccco2)c2cnc(S(C)(=O)=O)nc2C(=O)Nc2ccc(Br)cc2)o1,-9%
CCOc1ccc(NC(=O)c2ccc(NC(=O)COC(=O)Cc3ccc(OC)cc3)cc2)cc1,0%
COCC(C)NC(=O)c1cc(-c2ccc(O)cc2)on1 (stereo unspecified),-8%
CCn1c(C)c(C)c2cc(C(=O)N3CCN(c4ccccc4)CC3)ccc21,15%
COC(=O)N/N=C\c1c(C)nn(-c2ccccc2)c1Cl,-4%
O=C(CC1(O)C(=O)N(Cc2ccccc2)c2ccc(Br)cc21)c1ccccc1 (stereo unspecified),2%
COc1ccc2c(c1)c(=O)c(S(=O)(=O)c1ccc(Cl)cc1)cn2C,-1%
COc1ccc(NC(=O)c2cccc(Oc3ccccc3)c2)cn1,9%
COc1ccc(C(=O)n2cnc3ccccc32)cc1Br,11%
CCN(CC)CCNC(=O)c1c(C)oc2ncnc(N3CCOCC3)c12,0%
O=C(CCNS(=O)(=O)c1cccc2nsnc12)Nc1ccc(F)cc1,3%
COc1ccc2c(Sc3ccc(Cl)cc3)c(C(=O)N3CCC(C)CC3)[nH]c2c1,u
CC(=O)N1CCc2c(sc3c2c(=O)n(-c2ccccc2C)c(=O)n3Cc2cccc(F)c2)C1,-8%
CC(C)(C)NCC(=O)N/N=C/c1ccc(OCc2ccccc2)cc1,1%
Cc1ccc(-n2c(=O)c3cccnc3n2CC(=O)Nc2cccc(C)c2C)cc1,-3%
O=C(NCCCN1CCOCC1)c1cccc(S(=O)(=O)N2CCc3ccccc32)c1,13%
CC1=C(C(=O)Nc2ccccc2)C(c2ccccn2)n2nc(SCc3ccccc3Cl)nc2N1 (stereo unspecified),-12%
Cc1ccc(-c2nn3c(C)nnc3c3ccccc23)cc1S(=O)(=O)NCC(C)O (stereo unspecified),6%
CCCOC(=O)c1ccc(Nc2c(C(=O)OCC)cnc3c(C)cc(Cl)cc23)cc1,-3%
COC(=O)c1cccc(N(CC(=O)NC2CCCC2)C(=O)CNC(=O)c2cccs2)c1,5%
COc1ccc(C(=O)N/N=C(\CCC(=O)O)c2ccc(C(C)(C)C)cc2)cc1OC,12%
CC(C(=O)N1CCN(Cc2ccccc2)CC1)n1ncn2cccc2c1=O (stereo unspecified),4%
Cn1cc(S(=O)(=O)c2ccc(Cl)cc2)c(=O)c2cc(F)c(N3CCCC3)cc21,-5%
Cc1nc2c(c(C)nn2-c2ccccc2)c(C)c1CCC(=O)Nc1ccc(CN2CCCC2)cc1,-6%
COc1nnc(-c2ccc(N3CCCCC3)c(NC(=O)c3ccc(C)cc3)c2)c2ccccc12,0%
CCN1CCc2c(sc(NC(=O)c3ccc(S(=O)(=O)N(CCOC)CCOC)cc3)c2C(N)=O)C1,-3%
COc1ccc(N(CC(=O)N2CCN(c3ccccc3F)CC2)S(=O)(=O)c2c(C)n[nH]c2C)cc1,8%
O=C(C1CC1)N1CCN(c2ccc([N+](=O)[O-])cc2-n2cccc2)CC1,2%
O=C(NC1CC1)c1ccccc1NC(=O)c1ccccc1OC(F)F,-12%
Cc1ccc(Cc2c(-c3ccccc3)nc3ccc(Cl)cn23)cc1,6%
CCCn1c2ccc(C)cc2c2nnc(SCCN3CCCCC3)nc21,4%&6%
COC(=O)N/N=C/c1cc(N=Nc2ccccc2)ccc1O,11%
CC1CCCCC12NC(=O)N(CC(=O)Nc1ccc3c(c1)OCO3)C2=O (stereo unspecified),8%
COc1ccc(CNC(=O)Cn2c(SCC(=O)Nc3ccc(OC)cc3)nc3ccccc32)cc1,7%
CCN(CC)S(=O)(=O)c1ccc(OC)c(NC(=O)c2cc(C)on2)c1,-5%
COc1ccc(NC(=O)C2CCN(S(=O)(=O)c3ccc4[nH]c5c(c4c3)CCCCC5)CC2)cc1,-1%
O=C(COc1ccccc1)Nc1ccc(S(=O)(=O)N(Cc2ccccc2)c2ccccc2)cc1,-11%
O=C(Nc1nc2n(n1)C(c1ccc(F)cc1)C=C(c1ccccc1)N2)c1ccc(Cl)cc1 (stereo unspecified),6%
Fc1ccc(C(c2nnc(-c3ccccc3)o2)N2CCN(c3ccccc3)CC2)c(Cl)c1 (stereo unspecified),-9%
Cc1ccc(NC(=O)C2CCCN(S(=O)(=O)c3ccc4c(c3)CCCC(=O)N4)C2)cc1Cl (stereo unspecified),-4%
O=c1c2ccccc2nc(-c2ccc(Cl)cc2)n1CCCOc1ccccc1F,-6%
FC(F)Oc1ccc(NC(=S)N2CCc3ccccc32)cc1,11%
COc1cc(-c2noc(CCC(=O)Nc3cc(C)ccc3C)n2)cc(OC)c1OC,-5%
CCc1ccc(OCC(=O)NC(=S)Nc2ccc(C(=O)O)cc2)cc1,0%
O=C(CCCCCN1C(=O)c2cccc3cccc(c23)C1=O)N1CCOCC1,3%
COc1ccc(S(=O)(=O)NCc2nc(-c3ccccc3)no2)cc1,-3%
NC(=O)c1nsc(C(=O)N(c2ccccc2)C(C(=O)NCC2CCCO2)c2ccc(F)cc2)c1N (stereo unspecified),-14%
Cc1cc(Nc2ccccc2C(=O)O)n2ncnc2n1,-7%
Cc1cccc(CCNC(=O)CCc2c(C)nc3ncnn3c2C)c1,-1%
O=C(CCS(=O)(=O)c1ccccc1)Nc1nc2c(s1)CCCC2,-3%
COc1ccccc1CNC(=O)COCc1cc(-c2ccc3c(c2)OCO3)on1,-2%
NC(=O)C1CCN(C(=O)c2ccccc2NC(=O)c2nsc3ccccc23)CC1,-17%
COc1ccc(OCC(=O)Nc2ccccc2C(=O)OCc2cc(=O)n3nc(C)sc3n2)cc1,0%
CCc1ccc(N2CC(C(=O)NNC(=O)c3ccc(F)cc3)CC2=O)cc1 (stereo unspecified),9%
CCC1(C)SC(NC(C)=O)=NN1C(C)=O (stereo unspecified),9%
Cc1cccc(-c2nc(C(N)=O)c3c(n2)n(-c2ccc4c(c2)OCO4)c(=O)n3C)c1,-2%
COc1ccccc1NC(=O)C(=O)NCC(c1cccnc1)N1CCc2ccccc2C1 (stereo unspecified),-2%
Cc1ccc(NC(=O)CNCC2CCCCC2)cc1S(=O)(=O)N(C)C,10%

# The last three compounds of the section before are carried over, then new ones follow:
SMILES,aSyn tox rescue
Cc1cccc(-c2nc(C(N)=O)c3c(n2)n(-c2ccc4c(c2)OCO4)c(=O)n3C)c1,-2%
COc1ccccc1NC(=O)C(=O)NCC(c1cccnc1)N1CCc2ccccc2C1 (stereo unspecified),-2%
Cc1ccc(NC(=O)CNCC2CCCCC2)cc1S(=O)(=O)N(C)C,10%
Cc1cc(NC(=O)CCNS(=O)(=O)c2cccc3nsnc23)ccc1Br,2%
COc1ccc(C(CNC(=O)COc2cc(C)cc(C)c2)N2CCCCC2)cc1 (stereo unspecified),-3%
N#C/C(=C/c1cn(Cc2ccc(F)cc2)c2ccccc12)C(=O)Nc1cccc(Cl)c1,9%
COc1ccc(N(Cc2cccs2)C(=O)COc2cc(C)c(Cl)c(C)c2)cc1,9%
CCN1CCN(CCCNC(=O)c2ccc3c(c2)sc2nc(-c4ccc(OC)cc4)cn23)CC1,-4%
Cc1cccc(NC(=O)CSc2nc(=O)n(CCN3CCOCC3)c3c2CCC3)c1,-4%
CCN1C(=O)c2ccccc2Sc2ccc(NC(=O)c3ccc(C#N)cc3)cc21,-4%
CCCCOC(=O)C1CN(c2ccccc2)N=C1C(C)=O (stereo unspecified),18%
CCC(C)(C)NC(=O)C(c1ccc(O)cc1)N(Cc1ccco1)C(=O)CCC(=O)Nc1ccccn1 (stereo unspecified),0%
COc1ccccc1C(=O)Nc1cc2c(cc1N1CCCC1)n(C)c(=O)c(=O)n2C,1%
O=C(CCCNc1ccccc1)N/N=C/c1cccs1,-8%
CCOC(=O)CN(C(=O)COc1nc(C)cc(C)c1C#N)c1ccc(F)cc1,-3%
CN(CCC#N)C(=S)Nc1ccc(F)cc1,10%
C[C@H]1CN([C@@H](C)CO)C(=O)c2cc(Br)cnc2O[C@@H]1CN(C)S(=O)(=O)c1cn(C)cn1,7%
CCCCCN(C(=O)CCC(=O)OCc1ccc(Cl)cc1Cl)c1c(N)n(CCCC)c(=O)[nH]c1=O,-10%
CC(NC(=O)CN(c1cccc(C(F)(F)F)c1)S(=O)(=O)c1ccc(Cl)c([N+](=O)[O-])c1)c1ccccc1 (stereo unspecified),-1%
COc1ccc(N2CCN(C(=O)c3cc(S(=O)(=O)N4CCC(C)CC4)cn3C)CC2)cc1,5%
Cc1nc(S(=O)(=O)N2CCN(c3ccccc3F)CC2)cn1C,-8%
CCOc1ccc(C2NC(=O)NC(C)=C2[N+](=O)[O-])cc1OC (stereo unspecified),-1%
Cc1ccc(S(=O)(=O)Nc2ccc3c(c2)OCCO3)cc1C,5%

# Given with bars between the fields: entries from further up
molecule | aSyn tox rescue
CC(NC(=O)CN(c1cccc(C(F)(F)F)c1)S(=O)(=O)c1ccc(Cl)c([N+](=O)[O-])c1)c1ccccc1 (stereo unspecified) | -1%
COc1ccc(N2CCN(C(=O)c3cc(S(=O)(=O)N4CCC(C)CC4)cn3C)CC2)cc1 | 5%
Cc1nc(S(=O)(=O)N2CCN(c3ccccc3F)CC2)cn1C | -8%
CCOc1ccc(C2NC(=O)NC(C)=C2[N+](=O)[O-])cc1OC (stereo unspecified) | -1%
Cc1ccc(S(=O)(=O)Nc2ccc3c(c2)OCCO3)cc1C | 5%

# Sorted by molar mass (rising): some entries from above
SMILES,aSyn tox rescue
CCOc1ccc(C2NC(=O)NC(C)=C2[N+](=O)[O-])cc1OC (stereo unspecified),-1%
COc1ccc(C(CNC(=O)COc2cc(C)cc(C)c2)N2CCCCC2)cc1 (stereo unspecified),-3%
COc1ccc(N(Cc2cccs2)C(=O)COc2cc(C)c(Cl)c(C)c2)cc1,9%
CCC(C)(C)NC(=O)C(c1ccc(O)cc1)N(Cc1ccco1)C(=O)CCC(=O)Nc1ccccn1 (stereo unspecified),0%
CCCCCN(C(=O)CCC(=O)OCc1ccc(Cl)cc1Cl)c1c(N)n(CCCC)c(=O)[nH]c1=O,-10%

# Continued:
SMILES,aSyn tox rescue
CCN(C(=O)c1ccc2c(=O)n3c(nc2c1)CCCCC3)c1cc(C)ccc1C,1%
O=C(c1ccco1)N1CCN(c2nc3c(Cl)cccc3s2)CC1,-9%
O=C(NCCCN1CCCC1=O)c1cc2nc(-c3ccco3)cc(C(F)(F)F)n2n1,0%
O=C1CCN(S(=O)(=O)c2cccs2)c2ccc(C(F)(F)F)cc2N1,5%
CCOc1ccc(N=Nc2ccc(O)c3ncccc23)cc1,u
O=C(O)c1ccc2nc(-c3cc4cccc(O)c4oc3=O)[nH]c2c1,-29%
CN(CC(=O)Nc1ccccc1Br)C(=O)c1cccc([N+](=O)[O-])c1,7%
Cc1ccc(CSc2ccc(-c3cccs3)nn2)cc1,0%
C[C@@H]1CN([C@@H](C)CO)C(=O)CCCn2nncc2CO[C@H]1CN(C)Cc1ccc(Cl)c(Cl)c1,0%
COc1ccc(S(=O)(=O)n2ccnc2)cc1C(C)(C)C,-12%
COc1ccc(C)cc1NC(=S)N1CCN(c2ncccn2)CC1,4%
CN(C)c1ccc(NC(=O)CCN2CCN(c3ccccn3)CC2)cc1,0%
CCN(CC)c1cc(C)c2cc(NC(=O)c3cccc(OC)c3OC)ccc2n1,-7%
CCCCCC(=O)N1C[C@H](n2cc(C3CC3)nn2)[C@@H](O)C[C@@H]1c1ccccc1,4%
O=C(NC1CC(=O)N(c2cccc(F)c2)C1)C1CCCC1 (stereo unspecified),5%
CCN(CC(=O)Nc1c(F)cccc1F)C(=O)CC1CCCC1,5%
COc1cc(Cl)c(C)cc1NC(=O)C1CCN(c2nc3ccccc3n3cccc23)CC1,7%
CN(CC(=O)Nc1ccc(Cl)cc1)C(=O)Cn1[nH]c(=O)c2ccccc2c1=O,3%
CC(C)(C)c1ccc(C(=O)Nc2cccnc2)cc1,5%
CCOc1ccc(S(=O)(=O)NCCC(=O)NCCCSc2ccccc2)cc1,-7%
O=C(CSc1nc2c(oc3ccccc32)c(=O)n1-c1ccccc1F)Nc1ccccc1,-3%
CNc1c(NS(=O)(=O)c2cc(Cl)ccc2OC)c(=O)oc2ccccc12,-2%
CC(=O)N1c2ccc(S(=O)(=O)NCC3CCC(C(=O)Nc4ccc(C)c(C)c4)CC3)cc2CC1C (stereo unspecified),-13%
CC(=O)Nc1ccc(C(=O)NNC(=O)CCCCC(=O)NNC(=O)c2ccc(NC(C)=O)cc2)cc1,-14%
CCN(c1cccc(C)c1)C(CNS(=O)(=O)c1ccccc1)c1ccccc1 (stereo unspecified),27%
O=C(NCCOc1ccc(Cl)cc1)c1ccco1,-11%
COc1ccc(CCNC(=O)CCc2c(C)nc3c(c(C)nn3-c3ccc(C)c(C)c3)c2C)cc1OC,5%
CNC(=O)C1(c2ccccc2)CCCCC1,1%
Cc1cccc(Cn2c(=O)n(CCc3ccccc3)c(=O)c3sc4ccccc4c32)c1,3%
CNC[C@@H]1Oc2cc(Br)ccc2S(=O)(=O)N([C@H](C)CO)C[C@H]1C,4%
CC1CN(Cc2c(O)ccc3c2oc(=O)c2ccccc23)CC(C)O1 (stereo unspecified),1%
Cc1cc(C)c(NC(=S)N(Cc2cccnc2)Cc2ccco2)c(C)c1,5%
CCc1ccccc1Nc1nn2c(=O)c3ccc(C(=O)NC(C)C)cc3nc2s1,-1%
O=c1c2c([nH]c3ccccc13)CCCCC2,-12%
O=C(O)c1ccccc1-c1ccccc1C(=O)Nc1cccc(Br)c1,4%
